Screens: PubChem, several laboratories
PPC-1+TRAIL kill: PPC-1 cancer cell killing with TRAIL present; PPC-1 cells + TRAIL, ATPLite viability luminescence; cell killing (% activity), % at 4 µM; actives 0.41% (n = 220,000); AID 1443;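 active = cell killing above 50% in the first pass at 4 µM, then a duplicate retest at 5 µM averaging 50% or more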;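 also: plate controls were cells with TRAIL plus DMSO for no effect and medium-only wells lacking cells for full effect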
L929 necroptosis: blocks zVAD induced death of L929 cells; L929 zVAD necroptosis rescue, ATP luminescence, 24 h; with zVAD 60 µM; viability rescue, % at 10 µM; actives 0.38% (n = 220,000);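 active = activation, scaled between plate controls, above about 75%, limit read from the data; inactive = activation under that limit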;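 also: 0% = zVAD with DMSO and 100% = DMSO alone without zVAD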
CHOP inh: blocks CHOP induction under ER stress | CHO-K1 CHOP-promoter luciferase, tunicamycin-induced, 15-18 h | inhibition, % at 10 µM | actives 3.8% (n = 220,000);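 active = compounds that reduced the stress-induced luciferase reporter signal by more than about 70% of percent inhibition, limit read from the data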;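 also: 0% = tunicamycin plus vehicle and 100% = wells without tunicamycin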
Wee1 degr inh: human Wee1 degradation inhibition, primary screen; AID 1321; HeLa Luc-Wee1K328M stability, luciferase luminescence; 100% = proteasome inhibitor MG132 effect; P30291; actives 1.2% (n = 220,000); reporter increase, % at 5 µM;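 active = activation above the mean of all tested compounds plus 3 SD, set per screening run, cut at about 8.8% in these data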;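 also: cells exposed to compound for 20 h before luminescence read; 0% = DMSO alone and 100% = MG132 at 30 µM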
PGE2 EP2 inh: EP2 receptor (human) inhibition. inhibition, % at 25 µM. actives 0.52% (n = 260,000). P43116. C6 glioma cells expressing human EP2, cAMP TR-FRET; cells stimulated with saturating PGE2;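 active = percent inhibition above 40 after rounding to a whole number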;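 also: rat C6 glioma host cells with rolipram phosphodiesterase inhibitor present; the protocol text gives 20 µM as final concentration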
Target sequence (P43116 whole entry, looked up): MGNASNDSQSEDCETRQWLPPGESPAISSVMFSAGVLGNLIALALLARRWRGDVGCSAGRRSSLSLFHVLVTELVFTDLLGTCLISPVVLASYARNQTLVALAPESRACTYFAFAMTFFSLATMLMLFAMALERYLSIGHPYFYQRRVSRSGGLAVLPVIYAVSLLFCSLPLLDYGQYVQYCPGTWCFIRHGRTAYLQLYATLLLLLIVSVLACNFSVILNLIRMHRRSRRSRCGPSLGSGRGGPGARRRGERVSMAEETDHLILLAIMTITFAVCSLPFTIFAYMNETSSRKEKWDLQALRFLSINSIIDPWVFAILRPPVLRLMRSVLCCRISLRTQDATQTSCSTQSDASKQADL
TNF death inh: blocks TNF-alpha induced death of Jurkat FADD-/- cells. Jurkat FADD-/- TNF necroptosis rescue, ATP luminescence, 24 h; 0 = TNF only, 100 = no-TNF cells. activation (protection from cell death), % at 10 µM. actives 0.068% (n = 220,000). AID 463075;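 active = activation, meaning protection from cell death, of at least 50% relative to plate controls; inactive = activation below 50%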;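 also: necroptosis triggered by 40 ng/mL TNF-alpha added together with compound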
TbHK1 inh: blocks Trypanosoma brucei hexokinase 1 activity; inhibition, % at 10 µM; AID 1430; actives 0.11% (n = 220,000); recombinant TbHK1, G6PDH-coupled NADH A340;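 active = inhibition of 50% or more in the single-dose primary screen; inactive = inhibition below 50%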
FXIa inh 1536: inhibitors of human coagulation factor XIa; P03951; purified FXIa, Boc-Glu-Ala-Arg-AMC fluorogenic substrate; inhibition, % at 5 µM; actives 0.14% (n = 220,000); AID 798;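 active = inhibition of at least 40%; inactive = inhibition below 40%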;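 also: fluorescence of freed AMC excited at 355 nm; 0% = enzyme without compound and 100% = no enzyme blank; many of its hits are not listed in these tables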
Target sequence (P03951 19-387 limits assumed): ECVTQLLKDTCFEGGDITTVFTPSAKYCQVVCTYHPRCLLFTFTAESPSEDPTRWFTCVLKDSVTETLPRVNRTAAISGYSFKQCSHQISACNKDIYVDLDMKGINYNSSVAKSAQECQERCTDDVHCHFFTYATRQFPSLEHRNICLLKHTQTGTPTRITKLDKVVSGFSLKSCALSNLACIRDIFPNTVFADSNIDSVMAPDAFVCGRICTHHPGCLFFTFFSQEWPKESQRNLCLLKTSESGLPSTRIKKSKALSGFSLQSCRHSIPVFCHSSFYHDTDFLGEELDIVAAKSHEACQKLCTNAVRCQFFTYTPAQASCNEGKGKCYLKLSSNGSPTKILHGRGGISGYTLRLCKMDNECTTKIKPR
Target sequence (P03951 388-625 limits assumed): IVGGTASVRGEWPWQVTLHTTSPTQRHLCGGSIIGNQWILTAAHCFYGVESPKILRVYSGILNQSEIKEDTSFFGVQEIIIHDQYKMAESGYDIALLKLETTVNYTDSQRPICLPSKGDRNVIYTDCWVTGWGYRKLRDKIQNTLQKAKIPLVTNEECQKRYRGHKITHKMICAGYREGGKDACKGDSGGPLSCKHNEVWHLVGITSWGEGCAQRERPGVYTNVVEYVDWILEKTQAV
FXIIa inh 1536: blocks human coagulation factor XIIa protease activity; P00748; purified FXIIa, Boc-QGR-AMC fluorogenic substrate, 2 h; inhibition, % at 5 µM; actives 0.3% (n = 220,000); AID 800; in the data active = inhibition above about 40%;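 also: 0% = enzyme with no compound and 100% = blank without enzyme; many of its hits are not listed in these tables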
An asterisk follows results filed as active; . = no result given; & = joins results of further samples; [ ] = another dose, or the depositor's remark.

SMILES	PPC-1+TRAIL kill	L929 necroptosis	CHOP inh	Wee1 degr inh	PGE2 EP2 inh	TNF death inh	TbHK1 inh	FXIa inh 1536	FXIIa inh 1536
O=C(O)c1cccc2nc3ccccc3nc12	24.4	0.9	40.0	0.1	11.9&5.6	-2.1	-12.1	-0.6	5.5
Cc1c(N=Cc2c(O)n(Cc3ccc(F)cc3)c(=O)[nH]c2=O)c(=O)n(-c2ccccc2)n1C	9.5	0.8	54.5	2.5	5.8	-0.7	-37.1	-12.2	9.3
O=C1NC(=O)N(c2ccccc2)C(=O)/C1=C\C=C\c1ccccc1	0.4	-0.4	80.9*	5.3	21.1	-25.1	2.3	-1.0	5.0
CCOP(=O)(Cc1cc(C(C)=O)c(C)o1)OCC	-2.3	0.9	1.1	2.2	5.5	0.1	-5.0	-5.4	9.3
Cc1nc2ccccc2c(=O)n1-c1ccc(F)cc1	14.3	2.9	-4.2	-2.9	14.4	1.8	-1.0	-2.5	-18.8
CC(C)(C)P(=O)(NCc1ccccc1)c1ccccc1 (stereo unspecified)	-8.2	1.8	9.7	8.1	6.5	0.1	-1.9	5.9	13.2
CC(C)CNC(=O)c1c(N)n(Cc2ccco2)c2nc3ccccc3nc12	-0.9	1.5	14.2	-1.0	6.8	-2.5	-12.8	-2.7	-12.3
COc1ccc(OC)c(NP(=O)(Oc2ccc(Cl)cc2)Oc2ccc(Cl)cc2)c1	-2.8	0.9	19.7	0.2	7.5	1.7	12.7	4.9	12.3
CCN(CC)c1ccc(/C=C2\C(=O)NC(=S)N(C)C2=O)o1	8.3	1.0	18.0	-1.6	2.0	-6.2	-4.2	2.6	8.3
C[N+]12CCC(CC1)C(C(O)(c1cccc(Cl)c1)c1cccc(Cl)c1)C2 (stereo unspecified)	-11.4	1.1	-5.0	2.1	7.2	0.5	-8.5	0.5	-2.9
CCN(CC)S(=O)(=O)c1ccc(NN=C(C#N)C#N)cc1	16.0	4.6	6.5	-3.1	8.5	3.2	-17.7	10.3	11.6
CN(C(=O)CNC(=O)OCc1ccccc1)c1ccc(Br)cc1C(=O)c1ccccc1Cl	-14.8	0.0	23.9	1.7	10.7	-12.7	-2.7	9.5	3.0
CC(C)(C)NC(=S)/N=C(\N)N[N+](=O)[O-]	9.5	2.0	14.1	-1.4	3.7	1.1	-4.5	0.4	4.3
COC(=O)C(O)(c1c(C)[nH]n(-c2ccccc2)c1=O)C(F)(F)F (stereo unspecified)	10.1	2.4	28.2	1.3	4.0	0.2	5.6	10.6	22.6
CNC(=O)O/N=C(\N)Cc1csc2ccccc12	-4.4	2.5	-8.8	-5.0	7.0	-3.4	-1.7	1.1	5.7
CN1C(=O)C(=Cc2c(OCc3cnc(Cl)s3)ccc3ccccc23)C(=O)N(C)C1=O	2.6	1.9	-22.3	0.0	6.9	2.0	-7.7	2.4	-2.1
CC1(C)N2CC3([N+](=O)[O-])CN1CC([N+](=O)[O-])(C2)C3	10.6	-0.4	20.3	-3.3	8.4	3.4	-2.7	-1.6	8.8
O=C(C1CC(=O)N(C2CCCC2)C1)N1CCC2(CC1)OCCO2 (stereo unspecified)	18.8	-0.2	-15.2	-0.6	5.4	-1.1	-2.6	4.7	19.7
CNCCc1nc(N)n[nH]1	30.5	-0.3	14.5	0.7	22.1	-0.9	-0.8	-0.1	10.9
CCN1CCN(c2ccc([N+](=O)[O-])cc2C(=O)OC)CC1	-1.6	0.0	5.8	-1.6	5.3	0.5	-18.9	0.3	9.9
C=C1N2CCC(CC2)C1(O)c1ccc(C)cc1 (stereo unspecified)	-20.6	0.2	37.0	-1.2	8.6	0.2	-9.1	6.8	13.8
Cc1ccc(/C=C2/C(=O)NC(=O)N(CC3CCCO3)C2=O)s1 (stereo unspecified)	25.3	-0.5	8.7	-2.3	28.4	0.3	32.8	-4.7	-1.8
COc1cc(CN=C(C)c2c(O)n(C3CCCCC3)c(=O)[nH]c2=O)cc(OC)c1	16.4	4.9	18.3	2.5	15.4	1.1	-11.3	-0.6	2.8
COc1ccc(CCn2c(O)c(C=NCCCN(C)C)c(=O)[nH]c2=O)cc1OC	-0.7	0.5	2.8	-1.2	0.8	-0.2	-4.9	3.1	7.4
O=S1(=O)CC2(N3CCOCC3)CCCCC21 (stereo unspecified)	-4.4	0.8	-35.6	1.5	6.6	-0.5	-2.8	7.5	2.9
CC1(C)CSC(=NCc2ccccc2)N1	20.9	2.0	17.5	-2.4	6.5	-3.8	1.8	0.1	10.5
O=C(N/N=C/c1c(O)n(CCc2ccccc2)c(=O)[nH]c1=O)c1ccccc1O	22.9	0.1	-19.2	-1.2	7.2	-0.6	-7.3	-1.5	4.5
COc1ccc(-c2cc(=Nc3ccccc3)c3cc(C)ccc3o2)cc1	13.5	-0.5	-17.6	8.7	2.3	1.8	-5.4	25.5	28.8
CCC(COC(=O)NC)NC(=O)Oc1ccccc1 (stereo unspecified)	-13.6	-0.1	-15.1	2.0	8.6	-1.4	-0.7	-2.0	7.6
CCOc1cc(C2C(C#N)=C(N)Oc3c2c(=O)oc2ccccc32)ccc1OC(=O)c1cccs1 (stereo unspecified)	21.8	0.9	17.8	-4.4	5.0	1.0	-5.4	6.5	-0.1
COc1ccc(C2SCC(=O)Nc3c2c(=O)[nH]n3C2CCCCCC2)cc1OC (stereo unspecified)	15.6	4.4	7.8	-0.8	3.5	-2.1	-6.5	4.9	16.5
Cc1ccc(O)c(C(=O)c2cc(C(=O)NCCC(C)C)c(=O)n(CCC(C)C)c2)c1	5.7	1.1	37.1	-1.1	4.7	0.1	-11.3	-7.4	0.0
CCC(C)n1c(O)c(/C=N/N2CCOCC2)c(=O)[nH]c1=S (stereo unspecified)	8.6	0.0	13.4	-2.3	11.1	0.7	-9.6	6.7	10.4
O=C(CN1CC(c2ccccc2)CC1=O)Nc1ccccc1 (stereo unspecified)	8.5	1.3	-17.9	0.3	5.1	1.1	-5.2	4.3	12.8
O=P(O)(O)C#Cc1ccccc1	8.0	0.0	-6.4	-1.5	.	1.0	1.9	-9.5	7.6
Cc1ccc(N2C(=O)NC(=O)C(CCc3ccccn3)(Cc3cccc(Cl)c3Cl)C2=O)cc1 (stereo unspecified)	3.5	1.6	24.6	1.4	6.0	1.5	-1.1	-5.9	3.2
O=[N+]([O-])c1ccc(N2CCCC2)c2ncccc12	-0.3	3.4	-6.0	1.7	6.2	-0.1	6.2	-1.4	3.8
O=C(CNC(=O)c1ccc(Br)cc1)Nc1ccc(Br)cc1C(=O)c1ccccc1	-4.4	1.7	76.9*	3.6	4.1	0.6	2.1	3.2	7.2
Oc1cccc2nc3ccccc3nc12	17.4	-0.1	1.2	3.9	14.9	-7.2	-8.3	9.0	12.2
Fc1ccc(CCNCc2ccc(Br)cc2)cc1	7.7	-0.7	68.8	-2.2	3.1	1.6	-8.3	-4.2	2.2
COc1cc(N2CCOCC2)ccc1/C=C1\C(=O)NC(=O)N(Cc2ccc3c(c2)OCO3)C1=O	10.4	3.0	-23.4	3.0	14.3	0.1	-37.3	-3.5	10.2
O=C(Nc1ccc(Cl)cc1)Nc1nccs1	0.7	86.3*	.	6.8	6.0	-4.3	-1.6	-1.6	6.1
O=C(NC1CCCCC1)Oc1cc2oc(=O)sc2cc1Cl	-0.9	-0.6	-4.2	0.1	10.4	-3.5	-1.3	-5.7	-0.8
CC(=O)N1CN(C(C)=O)CN(C(C)=O)C1	12.3	0.4	18.8	-2.1	6.1	-0.2	-2.7	-0.7	4.2
Oc1ccc2ccccc2c1CN1CC=C(c2ccccc2)CC1	9.8	6.0	33.8	-2.1	-0.7	-0.4	3.0	-0.1	6.9
COc1ccccc1N1CCN(Cc2ccccc2F)CC1	17.6[5 µM]	0.0	-4.6	1.8	4.8	1.6	4.1	-2.5	4.1
O=C(Nc1nccs1)C(Cl)(Cl)Cl	1.1	1.6	-2.9	2.0	6.5	-0.2	-7.7	-4.8	3.1
CSc1ncc(/C=C2/C(=O)NC(=O)N(c3ccc(C)cc3)C2=O)cn1	8.4	4.5	-4.1	-0.7	5.4	0.9	2.3	4.0	1.1
COc1ccc(N/N=C/c2c(O)n(-c3cccc(C)c3)c(=O)[nH]c2=O)cc1	20.2	-1.9	2.0	-3.8	4.4&11.0	-4.4	-5.2	2.6	13.9
COC(=O)NC(=C(Cl)Cl)P(=O)(c1ccccc1)c1ccccc1	-5.1	0.9	-10.0	2.2	8.4	0.0	-3.7	-4.5	2.0
O=C(CN1CCCC1=O)Nc1ccccc1	19.2	0.6	14.1	-1.8	11.8	1.7	-7.1	3.2	8.1
Cc1cccc(C(=O)NC(Oc2ccccc2)C(Cl)(Cl)Cl)c1 (stereo unspecified)	19.2	-0.3	34.3	1.8	8.7	-2.9	-5.2	3.9	12.5
Cc1c(/C=N/O)c2ccccc2n1C	11.3	0.1	18.6	-2.6	16.3	-2.0	1.9	7.2	15.5
CC1CCN(CC(=O)c2ccccc2Cl)CC1	18.0	0.3	7.8	-0.2	18.1	1.0	-4.4	-5.0	6.8
CCCc1[nH]nc2c1C1(C(=O)N(CC(N)=O)c3ccccc31)C(C(=O)OC)=C(N)O2 (stereo unspecified)	3.9	0.4	12.6	-0.3	6.5	-0.8	7.5	-4.4	13.6
Cc1ccc(-n2c(C)cc(/C=C3/C(=O)NC(=O)N(C)C3=O)c2C)cc1	18.1	0.6	23.9	-0.3	6.8	0.1	30.5	7.2	16.1
O=C(c1cc(-c2ccc(Cl)cc2)n(-c2ccc(Cl)cc2Cl)n1)N1CCOCC1	5.3	-0.2	52.8	-2.6	-4.8	-8.0	-6.1	7.7	16.9
O=c1oc2ccccc2c(O)c1[C@H]1c2ccc(O)cc2Oc2c1c(=O)oc1ccccc21	12.0	-0.7	-2.9	-1.3	14.3	0.1	-13.3	2.4	3.9
Clc1ccc2c(c1)C(c1ccccc1Cl)=NCc1nnc(N3CCN(CCSc4ccccc4)CC3)n1-2	6.9	-0.1	53.5	-2.4	.	-3.3	-5.7	0.6	10.3
CN(C(=O)Oc1ccc([N+](=O)[O-])cc1)c1ccccc1	14.3	-0.3	-17.9	4.9	5.5	24.3	4.6	8.4	3.7
More compounds:
SMILES	PPC-1+TRAIL kill	L929 necroptosis	CHOP inh	Wee1 degr inh	PGE2 EP2 inh	TNF death inh	TbHK1 inh	FXIa inh 1536	FXIIa inh 1536
Cc1c(C(=O)C(=O)N2CCC3(CC2)OCCO3)c2ccccc2n1C	9.8	0.2	5.1	-3.3	3.9	-0.4	-18.5	-0.9	10.3
C=CCn1c(O)c(C(C)=NC2CCN(Cc3ccccc3)CC2)c(=O)[nH]c1=O	3.9	-1.1	-5.0	10.7*	8.4	1.5	-11.5	-0.7	7.3
Nc1cc(N2CCNCC2)c([N+](=O)[O-])cc1Cl	18.3	1.8	-22.3	-1.4	5.2	6.8	-8.6	1.0	1.6
CC(C)N(CC(O)c1cccc([N+](=O)[O-])c1)C(C)C (stereo unspecified)	19.8	-0.3	-7.7	1.1	7.3	-1.1	-3.3	14.1	26.6

Arranged by formula weight (ascending): part of the list above.
SMILES	PPC-1+TRAIL kill	L929 necroptosis	CHOP inh	Wee1 degr inh	PGE2 EP2 inh	TNF death inh	TbHK1 inh	FXIa inh 1536	FXIIa inh 1536
O=C(Nc1nccs1)C(Cl)(Cl)Cl	1.1	1.6	-2.9	2.0	6.5	-0.2	-7.7	-4.8	3.1
COc1ccc(-c2cc(=Nc3ccccc3)c3cc(C)ccc3o2)cc1	13.5	-0.5	-17.6	8.7	2.3	1.8	-5.4	25.5	28.8
C=CCn1c(O)c(C(C)=NC2CCN(Cc3ccccc3)CC2)c(=O)[nH]c1=O	3.9	-1.1	-5.0	10.7*	8.4	1.5	-11.5	-0.7	7.3

This is a subset; rates above refer to the full screens.
